Bioassay records as filed in PubChem.
TNAP inh hiacc: human TNAP enzyme inhibitors, primary screen, biochemical, luminescent, high phosphate acceptor level, uHTS; Alkaline phosphatase, tissue-nonspecific isozyme (Homo sapiens), P05186; purified TNAP, CDP-star luminescence, 1 M DEA; inhibition, % at 20 µM; 200,000 tested, 0.03% active;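 active means over 50% inhibition of tissue-nonspecific alkaline phosphatase at 20 µM in the single-dose screen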;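 further: plate controls were DMSO wells for no effect and EDTA-quenched wells as full inhibition for full effect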
Target sequence (P05186 whole entry, looked up): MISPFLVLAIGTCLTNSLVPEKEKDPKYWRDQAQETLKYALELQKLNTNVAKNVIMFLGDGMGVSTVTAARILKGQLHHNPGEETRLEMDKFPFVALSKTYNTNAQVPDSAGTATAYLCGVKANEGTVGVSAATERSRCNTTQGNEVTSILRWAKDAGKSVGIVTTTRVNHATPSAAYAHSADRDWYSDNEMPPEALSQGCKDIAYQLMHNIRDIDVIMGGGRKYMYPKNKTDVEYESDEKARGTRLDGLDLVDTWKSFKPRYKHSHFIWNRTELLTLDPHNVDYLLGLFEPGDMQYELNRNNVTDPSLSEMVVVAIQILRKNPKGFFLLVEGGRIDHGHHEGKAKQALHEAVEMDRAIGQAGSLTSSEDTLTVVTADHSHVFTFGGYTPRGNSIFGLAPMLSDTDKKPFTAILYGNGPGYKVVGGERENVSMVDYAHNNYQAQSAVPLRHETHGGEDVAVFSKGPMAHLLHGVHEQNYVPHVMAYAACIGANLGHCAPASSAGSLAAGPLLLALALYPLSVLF
bIAP activator: bovine intestinal alkaline phosphatase activators, primary screen, biochemical, bovine IAP, CDP-star luminescence; alkaline phosphatase, intestinal [Bos taurus]; purified bovine IAP, 30 min; stronger effect = higher value; fold of DMSO-control signal, blank-subtracted; activation factor at 20 µM; 200,000 tested, 0.17% active; AID 1016, 2008;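 active means activation factor of 2 or more at 20 µM, a signal rise over negative controls twice the positive control's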
TR-FRET SRC-2 ct: TR-FRET signal artefacts, primary screen, artefact control for PPARgamma SRC-2 agonist project, biochemical; TR-FRET artefact counter-screen; stronger effect = higher value; TR-FRET ratio at 8 µM; 200,000 tested, 0.4% active; AID 1049, 2008; in the data active means TR-FRET ratio above about 2000; further: inactives centre near 1500
PPARg SRC2 recr: agonists of PPARg-SRC-2 recruitment, primary screen, biochemical, HTS; 200,000 tested, 0.34% active; activation, % at 8 µM; Peroxisome proliferator-activated receptor gamma (Homo sapiens), P37231; PPARgamma LBD-SRC-2 recruitment; in the data active means activation above about 22%;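 further: 0% = vehicle and 100% = reference agonist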
Target sequence (P37231 whole entry, looked up, the tested form may be a part): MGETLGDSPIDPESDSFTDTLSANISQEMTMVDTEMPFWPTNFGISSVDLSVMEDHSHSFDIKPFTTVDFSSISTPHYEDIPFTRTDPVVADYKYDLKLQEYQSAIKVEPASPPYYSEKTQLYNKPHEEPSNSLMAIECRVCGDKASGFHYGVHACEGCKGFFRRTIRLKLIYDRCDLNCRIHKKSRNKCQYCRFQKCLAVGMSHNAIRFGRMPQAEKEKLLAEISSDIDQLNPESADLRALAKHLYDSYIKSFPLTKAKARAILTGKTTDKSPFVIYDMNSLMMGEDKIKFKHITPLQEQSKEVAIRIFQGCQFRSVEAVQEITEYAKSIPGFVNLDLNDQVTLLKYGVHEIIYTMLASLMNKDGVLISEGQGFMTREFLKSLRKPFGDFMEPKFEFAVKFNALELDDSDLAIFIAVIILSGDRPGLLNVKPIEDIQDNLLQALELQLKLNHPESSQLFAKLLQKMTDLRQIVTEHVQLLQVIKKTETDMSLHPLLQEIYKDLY
TNAP act hi DEA: TNAP activators at high phosphate acceptor level, primary screen, biochemical, luminescence, uHTS. 200,000 tested, under 10 active. purified TNAP, CDP-star luminescence, 1 M DEA, 30 min; stronger effect = higher value; 0 = EDTA background, 1 = DMSO-only activity. activation factor at 20 µM;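 active means activation factor at least 2 at 20 µM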
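Test system – human TNAP · Doses – 20 µM single point · Incubation – 30 min, room temperature · Signal – luminescent substrate turnover signal · Read-out basis – activation factor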
PPARg SRC3 recr: PPARgamma agonists recruiting SRC-3 coactivator, primary screen, biochemical; AID 731, 2007; activation, % at 8 µM; 200,000 tested, 0.26% active; biochemical PPARgamma/SRC-3 coactivator recruitment assay; in the data active means activation above about 23%;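 further: 0% = DMSO and 100% = reference agonist; some compounds past the cut are filed as inactive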
bIAP inh: bovine intestinal alkaline phosphatase inhibitors, primary screen, selectivity assay for TNAP inhibitor project, biochemical, bovine IAP, CDP-star luminescence. inhibition, % at 20 µM. purified bovine IAP, 30 min. 190,000 tested, under 10 active;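 active means over 50% inhibition of intestinal alkaline phosphatase at 20 µM in the single-dose screen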
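System: purified bovine intestinal alkaline phosphatase (IAP) enzyme; Input: IAP diluted 1/65,000,000 in the well; Measured by: CDP-star luminescence signal; Compound dosing: 20 µM single dose; Incubation: 30 min reaction at room temperature.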
TNAP inh no acc: human TNAP enzyme inhibitors, primary screen, biochemical, luminescent, no phosphate acceptor, uHTS | purified TNAP, CDP-star luminescence, 30 min | inhibition, % at 20 µM | 200,000 tested, 0.26% active | AID 1012, 2008;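 active means tissue-nonspecific alkaline phosphatase inhibition above about 50% at 20 µM in the single-dose screen, limit read from the data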;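 further: 0% = DMSO negative control and 100% = EDTA positive control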
HMGR II inh: inhibitors of E. faecalis class II HMGR, primary screen, biochemical, Enterococcus faecalis; 190,000 tested, 0.41% active; HMG-CoA reductase (Enterococcus faecalis, mvaE); inhibition, % at 10 µM; purified E. faecalis HMGR, NADPH absorbance 340 nm kinetic;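 active means inhibition above a set limit, the median over all tested compounds plus 3 SD, cut at about 9.5% in these data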;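 further: enzyme runs in reverse so mevalonate oxidation gives rising NADPH absorbance; 0% = complete reaction with DMSO and 100% = background rate lacking mevalonate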
PPARg SRC-1 ag: PPARgamma agonists recruiting SRC-1 coactivator, primary screen, biochemical; PPARgamma-SRC-1 coactivator recruitment biochemical assay; activation, % at 8 µM; 200,000 tested, 0.41% active; AID 631, 2007; in the data active means activation above about 19%;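 further: 0% = DMSO and 100% = reference agonist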
Active calls of the source: *; . = not tested or not shown.

SMILES	TNAP inh hiacc	bIAP activator	TR-FRET SRC-2 ct	PPARg SRC2 recr	TNAP act hi DEA	PPARg SRC3 recr	bIAP inh	TNAP inh no acc	HMGR II inh	PPARg SRC-1 ag
O=C(CCn1c(=O)oc2ccccc21)N(Cc1ccccc1)c1ccccc1	-6	1	1584	6	1.1	5	2	-6	0	8
COc1ccc(/C(=N\Nc2ccccc2C(=O)O)c2ccccc2)cc1	-4	1	1334	2	1	4	-3	-4	-3	6
CCOC(=O)c1sc(NC(=O)c2ccc(S(=O)(=O)N(C)C)cc2)nc1C	-4	0.9	1381	-4	1	-8	11	0	0	2
O=C(CC1(O)C(=O)Nc2cc(Cl)cc(Cl)c21)c1ccccc1O (stereo not given)	3	1.1	1640	6	1	1	-9	21	7	2
CC(C)n1nnc2ccccc2c1=O	-2	1	1688	0	1	-7	3	-7	3	-1
O=C(c1ccco1)[C@@H]1[C@@H]2C(=O)N(c3ccc(F)cc3)C(=O)[C@@H]2C2c3ccccc3C=CN21 (stereo not given in full)	-5	0.9	1640	-12	1	-14	6	-18	-3	9
CCCOc1ccc(-c2cnc(SCC(N)=O)nc2N)cc1	-3	0.9	1636	5	1	-6	12	-8	0	8
O=C1CCc2cc(S(=O)(=O)N3CCC(C(=O)NCCC4=CCCCC4)CC3)ccc2N1	-3	1	1694	2	1	-6	3	7	1	8
Cc1ccccc1Oc1ncccc1C(=O)/C(C#N)=C/N(C)C	-3	1	1322	-7	1	5	-4	1	1	-6
COc1cc(Nc2ccc(C)cc2)c([N+](=O)[O-])nc1[N+](=O)[O-]	9	0.9	1311	-1	0.9	-17	13	-1	-1	-1
O=C(c1cccs1)N1CCN=C1SCc1cccnc1	-7	0.9	1466	4	1.1	-8	8	-17	-1	5
Cc1cc(C)n(Cc2ccccc2F)c(=O)c1C#N	-4	1.6	1271	14	1	2	-62	-10	0	6

Arranged by the number under PPARg SRC-1 ag (low to high): some entries from above.
Structure	PPARg SRC-1 ag
CCOC(=O)c1sc(NC(=O)c2ccc(S(=O)(=O)N(C)C)cc2)nc1C	2
Cc1cc(C)n(Cc2ccccc2F)c(=O)c1C#N	6
O=C1CCc2cc(S(=O)(=O)N3CCC(C(=O)NCCC4=CCCCC4)CC3)ccc2N1	8

(further entries)
SMILES	TNAP inh hiacc	bIAP activator	TR-FRET SRC-2 ct	PPARg SRC2 recr	TNAP act hi DEA	PPARg SRC3 recr	bIAP inh	TNAP inh no acc	HMGR II inh	PPARg SRC-1 ag
O=C(C[n+]1cc(-c2ccc(Br)cc2)n2c1CCCCC2)c1ccccc1	-1	1.4	1708	14	1	3	-44	6	2	1
COc1ccc(C(C)=O)cc1Cn1nc(C)c([N+](=O)[O-])c1C	-2	1.2	1451	4	1	6	-17	-4	-4	2
O=C(NCc1cccc(Cl)c1)c1ccc(S(=O)(=O)Nc2cccc(C(F)(F)F)c2)cc1	-3	1	1523	4	1	2	-1	4	-4	2
Cc1nn(C)cc1CNC(=O)COc1ccc(Cl)cc1Cl	-3	0.9	1457	-6	1	6	13	-9	-7	-5
O=C(COc1ccc(S(=O)(=O)NC2CCCCC2)cc1Cl)Nc1ccc2c(c1)OCO2	-6	0.8	1394	0	1.1	-13	16	-9	2	-1
CCC(C)C(NC(C)=O)C(=O)NC(=O)NC(c1ccccc1)c1ccccc1 (stereo not given)	-1	0.9	1507	1	1	0	7	-6	-8	5
O=C(COc1ccccc1)NCCSCc1ccco1	-5	0.9	1566	-1	1.1	-1	5	-8	5	1
Cc1nn(-c2ccccc2)c(C)c1C(=O)Nc1ccc(N2CCOCC2)cc1	-9	1.1	1538	6	1.1	7	-11	-9	-9	6
CCC(C)(C)NC(=O)C(c1ccccn1)N(C(=O)c1csnn1)c1ccccc1 (stereo not given)	-6	1	1695	14	1.1	2	1	-8	2	3
COc1ccc(-c2csc3nc(-c4ccccc4OC)oc(=O)c23)cc1	-5	1.1	1404	-8	1.1	-1	-10	-7	-4	8
COc1ccc(N=C2NC(=O)/C(=C\c3ccco3)S2)cc1	1	1.1	1644	15	1	5	-7	0	-4	3
CC(=O)Nc1ccc(CN2CCCCCCC2)cc1	-4	1	1564	2	1	0	-2	-9	-5	-1
Cc1nc2cc(F)ccc2n1C1CCN(C(=O)c2ccc(F)cc2F)CC1	-4	0.9	1625	8	1	-3	14	-11	1	4
O=C(CCSc1ccccc1)Nc1ccccc1C(=O)N1CCCC1	-3	1	1502	0	1	-3	-5	-6	-1	0
Nc1nc(CSc2nc3ccccc3s2)nc(N2CCOCC2)n1	-5	1	1445	-5	1.1	-4	-3	-5	-1	-4
O=C(c1ccc(F)cc1Cl)N(c1ccccn1)C1CCCCC1	-4	1	1568	10	1	3	2	-13	-1	5
CC1(C)NC(=O)N(CCOCCSc2ccccc2)C1=O	-6	0.9	1452	-7	1.1	-15	12	-14	-12	0
Cc1ccc(-n2nnnc2C(Cl)c2nnnn2-c2ccc(C)cc2)cc1	2	0.5	1655	6	1	5	49	-11	-6	5
COC(=O)C1=C(C(C)=O)C(c2ccc(C(=O)OC)cc2)n2nnnc2N1 (stereo not given)	1	0.9	1681	9	1	0	8	-18	-1	5
O=C(NCCNS(=O)(=O)c1ccccc1)N1CCOCC1	-7	0.9	1562	-5	1.1	-6	8	-11	-6	2
O=C(c1cccc(F)c1)N1CCN=C1SCc1cccnc1	-3	1	1593	-2	1	6	0	-11	1	-1
CCc1ccccc1NC(=S)N(Cc1cccnc1)Cc1ccco1	-4	1.1	1427	-2	1	-6	-11	7	-1	-2
O=S(=O)(c1cccc(-c2nc3ccccc3s2)c1)N1CCCC1	-2	0.8	1483	8	1	-3	17	-5	-6	5
c1cncc(-c2csc(NCc3ccco3)n2)c1	-4	0.9	1553	3	1	4	9	-12	-1	1

Continued; the last 2 above are carried over.
SMILES	TNAP inh hiacc	bIAP activator	TR-FRET SRC-2 ct	PPARg SRC2 recr	TNAP act hi DEA	PPARg SRC3 recr	bIAP inh	TNAP inh no acc	HMGR II inh	PPARg SRC-1 ag
O=S(=O)(c1cccc(-c2nc3ccccc3s2)c1)N1CCCC1	-2	0.8	1483	8	1	-3	17	-5	-6	5
c1cncc(-c2csc(NCc3ccco3)n2)c1	-4	0.9	1553	3	1	4	9	-12	-1	1
CCCCOC(=O)n1ccc(C(=O)Nc2ccccc2OC)n1	0	1	1591	-1	1	4	-5	-8	-5	2
COc1ccccc1CNC(=O)Cc1cc(=O)[nH]c(=O)[nH]1	-1	1.1	1425	-10	1	1	-11	-5	-4	-5
CCOP(=O)(O)c1ccccc1OCCOCCOc1ccccc1P(=O)(O)OCC	-6	1	1474	2	1.1	-12	-2	-15	-2	1
O=C(c1cccc2ccccc12)C1CCCN(C(=O)c2ccc(N3CCOCC3)cc2)C1 (stereo not given)	-3	1.1	1511	1	1	3	-7	-5	-2	9
COc1cc(NS(=O)(=O)c2ccc(N/C=C(\C=O)c3nc4cc(Cl)ccc4o3)cc2)nc(OC)n1	2	1.3	1821	13	1	-7	-27	-6	0	11
O=C(CSc1nnc(-c2ccc([N+](=O)[O-])cc2)o1)Nc1ccccn1	-3	1.2	1483	1	1	2	-25	-9	-11	-5
Cc1cccc(C(=O)NNC(=O)c2ccc(Br)cc2)c1	-8	0.9	1415	-10	1.1	-1	13	-40	-2	-6
CC(=O)Nc1ccc(S(=O)(=O)N(C)c2ccc(O)cc2)cc1	-2	1	1499	6	1	5	-3	-6	-6	6
Cc1nc(SCCOc2ccccc2)[nH]c(=O)c1Cc1ccccc1	-1	0.9	1483	-1	1	-5	6	-3	-2	-5
O=C1CC(SCCc2nc3ccccc3[nH]2)C(=O)N1c1ccc(F)c(Cl)c1 (stereo not given)	.	.	1539	3	.	8	.	.	.	7
CC(=O)NC12CC3CC(C1)CC(C(=O)OCC(=O)Nc1ncc(Cl)cc1Cl)(C3)C2	.	.	1390	2	.	-1	.	.	-6	-10
CN1CCN(C(=O)C2=C[C@@H](C3CC3)C[C@@H](OCc3ccc(CO)cc3)O2)CC1	-5	1.1	1378	1	1.1	0	-12	-7	9.8*	1
CC(C)c1ccc(C(=O)NCc2ccc(Cl)cc2)cc1	1	0.9	1469	-1	1	-3	14	-26	-2	-5
C=CCNC(=O)C12CCC(C)(C(=O)C1Br)C2(C)C (stereo not given)	-3	0.9	1433	-6	1	-3	7	-2	1	6
CCCCNC(=O)CSc1nc2ccc(C)cc2[nH]1	-6	0.8	1688	4	1.1	0	16	-6	-7	0
COC(=O)c1ccc(Cn2cc(C(F)(F)F)cc([N+](=O)[O-])c2=O)cc1	-1	1	1424	4	1	1	0	-6	-3	0
COc1ccc(C(CNC(=O)COc2ccccc2C#N)N2CCOCC2)cc1 (stereo not given)	-3	1	1414	1	1	6	3	-12	-2	0
COc1cccc(/C=N/NC(=S)Nc2cccc(C(=O)O)c2)c1	-3	1.1	1476	1	1	-2	-12	-10	-3	0
Cc1sc(NC(=O)CSc2nnnn2C2CCCCC2)c(C#N)c1C	-2	1	1637	8	1	4	-4	-10	-3	2

Structures listed so far that have bromine:
SMILES	TNAP inh hiacc	bIAP activator	TR-FRET SRC-2 ct	PPARg SRC2 recr	TNAP act hi DEA	PPARg SRC3 recr	bIAP inh	TNAP inh no acc	HMGR II inh	PPARg SRC-1 ag
O=C(C[n+]1cc(-c2ccc(Br)cc2)n2c1CCCCC2)c1ccccc1	-1	1.4	1708	14	1	3	-44	6	2	1
Cc1cccc(C(=O)NNC(=O)c2ccc(Br)cc2)c1	-8	0.9	1415	-10	1.1	-1	13	-40	-2	-6
C=CCNC(=O)C12CCC(C)(C(=O)C1Br)C2(C)C (stereo not given)	-3	0.9	1433	-6	1	-3	7	-2	1	6

The order is random; about 1.6% have a hit in one of these screens.
